From PubChem
N-glyco inh = blocks N-linked glycosylation in D54 reporter cells; actives 0.23% (n = 360,000); AID 588692; reporter increase, % at 12.5 µM; D54 ERlucT glycosylation luciferase reporter, 24 h; percent of 100 nM tunicamycin response;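 active means mean luciferase reporter signal, scaled so untreated is 0 and the glycosylation-blocking control 100, at or above a set limit in every replicate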;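 further: luciferase carries N-glycosylation sites so blocking glycosylation raises the light; 0% = median of neutral control wells and 100% = median of 100 nM tunicamycin wells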
hiPSC survival = enhancers of human iPSC single-cell survival | actives 0.044% (n = 360,000) | hiPSC single-cell survival, ATPlite luminescence; 100% = ROCK inhibitor wells, 0% = DMSO | AID 602274 | survival enhancement, % at 20 µM; in the data active means survival enhancement above about 18%;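 further: cells exposed to compounds for 16 hours before the ATP read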
MC4R barr agon = human MC4R agonism via beta-arrestin; P32245; AID 540308; U2OS MC4R beta-arrestin complementation, luminescence; percent of melanotan II response, DMSO zero; activation, % at 8.9 µM; actives 0.98% (n = 360,000);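 active means activation above a per-plate cutoff, the mean activation of sample wells on that plate plus 3 SD, cut at about 8% in these data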
Target sequence (P32245 whole entry, looked up): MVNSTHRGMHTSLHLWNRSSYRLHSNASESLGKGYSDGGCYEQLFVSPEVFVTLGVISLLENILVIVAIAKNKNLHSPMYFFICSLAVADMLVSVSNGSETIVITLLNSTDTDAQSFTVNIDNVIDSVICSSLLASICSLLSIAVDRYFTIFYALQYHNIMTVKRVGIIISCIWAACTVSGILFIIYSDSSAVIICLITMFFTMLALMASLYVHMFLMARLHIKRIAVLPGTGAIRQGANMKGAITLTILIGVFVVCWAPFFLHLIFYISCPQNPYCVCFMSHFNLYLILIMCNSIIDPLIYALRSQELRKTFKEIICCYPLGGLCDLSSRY
aDG glyco act = increases alpha dystroglycan glycosylation | Pro5-aDG cells, alpha-DG glycosylation AlphaScreen (IIH6); 0% Pro5, 100% B10-LARGE cell signal | activation, % at 10 µM | actives 0.22% (n = 360,000);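 active means activation of at least 8% versus controls, or a plate z-score of at least 8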;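 further: Pro5 are CHO cells carrying HIG-tagged alpha-DG that lacks glycosylation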
m5-HT2A agonist = mouse HTR2A agonism via beta-arrestin recruitment; actives 0.66% (n = 360,000); activation, % at 7.6 µM; P35363; CHO-K1 mHTR2A beta-arrestin complementation, luminescence; percent of 30 µM serotonin response;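 active means activation above a run cutoff, the mean activation of all tested compounds plus 3 SD, cut at about 14% in these data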;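 further: 0% = plate median of compound wells and 100% = 30 µM serotonin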
Target sequence (P35363 whole entry, looked up): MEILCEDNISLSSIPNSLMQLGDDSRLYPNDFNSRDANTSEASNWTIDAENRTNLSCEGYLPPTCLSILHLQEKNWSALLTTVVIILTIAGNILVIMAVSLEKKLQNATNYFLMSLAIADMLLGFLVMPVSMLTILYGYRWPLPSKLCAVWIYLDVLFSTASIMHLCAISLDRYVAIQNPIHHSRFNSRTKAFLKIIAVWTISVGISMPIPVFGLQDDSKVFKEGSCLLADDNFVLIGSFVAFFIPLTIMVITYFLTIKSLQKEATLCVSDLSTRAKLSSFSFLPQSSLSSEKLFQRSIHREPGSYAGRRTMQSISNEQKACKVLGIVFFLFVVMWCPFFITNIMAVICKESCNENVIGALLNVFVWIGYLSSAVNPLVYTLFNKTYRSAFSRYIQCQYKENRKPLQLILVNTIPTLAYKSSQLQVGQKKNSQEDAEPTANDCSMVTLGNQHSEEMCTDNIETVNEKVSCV
Granule exo inh = lytic granule exocytosis inhibition; TALL-104 LAMP-1 surface exposure, flow cytometry; cells stimulated with thapsigargin and PMA; inhibition, % at 10 µM; actives 0.66% (n = 360,000); AID 651702;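 active means inhibition above about 55%, limit read from the data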
Cardio protect = modulators protecting cardiomyocytes from myocardial damage | H9c2 cardiomyocytes, H2O2 injury protection, ATPLite, 2 h | protection from H2O2 cell death, % at 20 µM | actives 0.63% (n = 360,000) | AID 588492;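 active means compounds giving at least 50% protection of heart cells from peroxide-induced death in the single-dose screen, raw or plate-pattern-corrected value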;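 further: 0% = DMSO wells with peroxide and 100% = DMSO wells without peroxide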
ABHD5-PLIN5 inh = inhibitors of human ABHD5-perilipin-5 interaction. AID 602281. Q00G26+Q8WTS1. inhibition, % at 4 µM. Split G. princeps luciferase complementation, luminescence, 4 h. actives 0.78% (n = 360,000);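 active means inhibition above the mean inhibition across every tested compound plus 3 SD, cut at about 22% in these data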;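 further: 0% = DMSO only wells and the 100% control is not disclosed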
MC4R antagonist = human MC4R antagonism in cAMP assay; MC4R-expressing cells, MTII-stimulated cAMP, LANCE TR-FRET; inhibition, % at 6.5 µM; actives 0.48% (n = 360,000);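 active means inhibition above its plate's cutoff, the mean of tested wells on that plate plus 3 SD, cut at about 29% in these data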;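 further: 0% = Melanotan II alone and 100% = Melanotan II plus saturating MCL0020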
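Test system: U2OS cells stably expressing human melanocortin 4 receptor (MC4R); also added: Melanotan II challenge; compound: 6.5 µM single dose; timing: 30-min compound preincubation, 1-h Melanotan II challenge, 1-h detection, room temperature; signal: Eu-cAMP/anti-cAMP TR-FRET, emission 671 nm; repeats: one well per compound, no replicates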
ABCB6 inh 2 = human ABCB6 transporter inhibition. Q9NP58. K562-ABCB6 porphyrin accumulation, flow cytometry, 1 h; active compounds read low. AID 602162. fluorescence ratio to DMSO, % at 10 µM. actives 0.19% (n = 360,000);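 active means fluorescence ratio to DMSO below 75%, the collection mean minus 3 SD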;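 further: signal is porphyrin accumulated inside mitochondria; 100% equals median channel fluorescence of DMSO control wells; lower ratio means ABCB6 inhibition with less porphyrin fluorescence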
Starred values were filed as active, the others as inactive; / = not tested or not shown.

SMILES	N-glyco inh	hiPSC survival	MC4R barr agon	aDG glyco act	m5-HT2A agonist	Granule exo inh	Cardio protect	ABHD5-PLIN5 inh	MC4R antagonist	ABCB6 inh 2
NC(=O)c1cc(Cl)ccc1OCC(=O)N1CCCc2ccccc21	-1	-0.1	-0.9	0.2	0	-10	8	-1	11	97
CCOC(=O)C1CCCN(C(=O)c2cc(S(=O)(=O)N3CCCCC3)c[nH]2)C1 (stereo not drawn)	1	-1.4	-0.8	-0.2	5	0	-3	-9	-5	94
COc1ccccc1OCc1cc(C(=O)N2CCCC(OCc3cccnc3)C2)no1 (stereo not drawn)	-3	0.2	-2.9	0.0	1	6	1	-1	5	100
CC(=O)c1ccc2c(c1)c1ccccc1n2CC(C)C	-2	1.1	1.2	-0.1	2	-2	-4	-9	12	95
COc1ccc(NC(=O)CCNC(C)=O)cc1NS(=O)(=O)c1ccc(F)cc1	3	2.8	-2.8	-0.3	2	4	4	1	9	95
COc1ccc(Cl)cc1NC(=S)NCCCN1CCCC1=O	0	1.7	-2.2	0.2	-3	-2	-4	2	4	96
O=S(=O)(NCc1ccccc1)c1ccc(Cl)cc1	0	-1.7	-2.6	0.3	-7	-7	2	2	2	99
COCCNC(=O)/C(C#N)=C/c1c(N2CC(C)OC(C)C2)nc2ccccn2c1=O (stereo not drawn)	2	-1.7	-2.8	-0.2	0	-3	-2	0	-1	96
CCOc1ccccc1NC(=O)CNC(=O)CNC(=O)Cc1ccccc1	1	0.0	0.2	0.0	4	19	2	8	1	95
CCN(C(=O)COC(=O)c1cc(C)n(-c2ccc(F)cc2)c1C)C1CCS(=O)(=O)C1 (stereo not drawn)	-2	0.5	-1.6	-0.3	0	-2	1	-6	-10	101
Nc1nc2ccc(N3CCOCC3)cc2s1	-5	-2.0	0.7	0.0	1	1	-32	-2	-1	93
COC(=O)Cn1nc(-c2ccccc2)c2ccccc2c1=O	0	-0.3	-1.8	0.0	-4	-1	-2	-4	2	98
Cc1ccc2oc(C(=O)N3CCN(C)C[C@@H]3C(C)C)c(C)c2c1	0	-0.7	-1.1	0.1	-1	1	-6	1	16	102
CCOc1ccccc1Nc1cc(C)nc2nc(C)nn12	0	-1.2	-0.9	0.6	5	4	8	1	0	102
CC(=O)c1ccccc1NC(=O)COC(=O)C1COc2ccccc2O1 (stereo not drawn)	4	-0.2	0.0	0.3	0	-2	-3	-1	16	98

One compound at a time, as listed above. Order of screens: N-glyco inh	hiPSC survival	MC4R barr agon	aDG glyco act	m5-HT2A agonist	Granule exo inh	Cardio protect	ABHD5-PLIN5 inh	MC4R antagonist	ABCB6 inh 2
Results for O=S(=O)(NCc1ccccc1)c1ccc(Cl)cc1 : 0	-1.7	-2.6	0.3	-7	-7	2	2	2	99
Results for COc1ccccc1OCc1cc(C(=O)N2CCCC(OCc3cccnc3)C2)no1 (stereo not drawn) : -3	0.2	-2.9	0.0	1	6	1	-1	5	100

Continuation:
SMILES	N-glyco inh	hiPSC survival	MC4R barr agon	aDG glyco act	m5-HT2A agonist	Granule exo inh	Cardio protect	ABHD5-PLIN5 inh	MC4R antagonist	ABCB6 inh 2
Cc1csc(SCC(=O)Nc2ccccc2C)n1	0	2.6	0.1	0.0	3	7	-6	0	1	101
O=C1NC[C@H](Cc2ccccc2)N(C[C@@H]2CCCN2C[C@H](Cc2ccccc2)N2C[C@H](Cc3ccccc3)N(CCc3ccccc3)C(=O)C2=O)C1=O	-1	-0.2	/	0.7	9	3	3	15	/	98
O=C(CSc1nnc(Cc2cccs2)n1Cc1ccco1)Nc1ccc(Cl)cc1Cl	-2	-0.4	-0.6	0.6	-2	-2	-2	8	13	91
CCCNC(=O)C1(C)CCN(C(=O)c2cccnc2Oc2ccccc2)C1 (stereo not drawn)	3	-0.4	-0.8	-0.2	2	-2	-1	7	1	95
Cc1c2ccccc2nc2c(F)c(NC(C)C)c(F)c(F)c12	5	-0.9	-2.0	0.7	2	2	-14	-8	10	237
CNC(=O)CSc1ncnc2c1cnn2-c1ccccc1	-3	-0.3	-0.3	-0.1	-1	-4	-2	-1	4	99
COCc1[nH][nH]c(=O)c1C=Nc1ccc(OC(F)(F)F)cc1	4	0.7	-1.5	-0.5	4	12	11	1	4	99
Fc1ccc(Nc2nc(N3CCOCC3)nc(N3CCOCC3)n2)cc1Cl	-12	-0.4	-0.5	-0.3	-2	0	6	-9	11	96
Cc1ccc(NC(=O)C2CC(=O)OC23CCOC(C)(C)C3)cc1 (stereo not drawn)	1	1.0	-0.3	-0.1	-5	6	3	5	10	93
CN1CCN(NC(=S)Nc2ccccc2)CC1	-1	-0.1	3.3	0.2	1	0	2	7	-13	105
CC(=O)c1cccc(NC(=O)C2CCCC2)c1	-1	-2.2	-2.7	0.5	0	4	2	2	1	104
COCCN(C(=O)COC(=O)C1COc2ccccc2O1)c1c(N)n(Cc2ccccc2)c(=O)[nH]c1=O (stereo not drawn)	2	-0.5	-0.7	0.1	4	-2	-2	-5	1	102
CCOc1ccc(-c2nn(-c3ccccc3)cc2/C=C2\SC(=S)N(C3CCS(=O)(=O)C3)C2=O)cc1 (stereo not drawn)	2	-1.6	-1.2	-0.6	-1	-4	0	-5	-3	101
O=C(Cc1ccccc1)Nn1c(O)c(/C=C2\C=Nc3ccccc32)sc1=S	7	-1.0	-0.4	-0.2	0	4	9	9	9	118
Cc1cccc(Nc2cc(=O)n(C)c(=O)[nH]2)c1	4	0.4	-0.9	-0.1	0	24	-3	-2	-2	109
O=CN1CCN(C(=S)NC(=O)c2ccc(Cl)cc2)CC1	1	0.3	-1.7	0.1	-3	-6	-1	-3	14	90
CC(C(=O)Nc1ncn[nH]1)N1C(=O)c2ccccc2C1=O (stereo not drawn)	-2	3.8	-0.7	-0.1	2	-3	0	-2	6	99
O=C1C(Cl)=C(NCCc2ccccc2)C(=O)N1CCc1ccccc1	-3	1.4	0.8	0.3	-6	2	-5	-9	2	91
Cc1oc(/C=N/NC(=O)CN(c2ccccc2Cl)S(C)(=O)=O)cc1Br	3	-1.4	-0.6	0.1	-1	6	0	-1	-2	96
Cc1ccc(C(O)c2ccncc2)cc1 (stereo not drawn)	0	-1.4	-2.2	0.0	-3	-1	-3	1	2	107
O=C(NCc1cccc(Cl)c1)C1CCCN(c2ncnc3c2nc2n3CCCCC2)C1 (stereo not drawn)	2	0.2	-1.5	0.4	-2	4	6	0	0	100
CCc1ccc(N2CC(C(=O)Nc3cccnc3)CC2=O)cc1 (stereo not drawn)	1	0.5	-0.9	0.0	-4	1	1	10	9	95
COCCn1c(-c2ccsc2)nc2c1c(=O)[nH]c(=O)n2CC(C)C	-1	0.6	-1.6	0.0	6	2	3	-6	10	/
O=C(O)c1ccc2c(c1)S(=O)(=O)c1ccccc1C2=O	1	0.5	-1.3	-0.1	1	2	0	-1	-5	95
CC1CCC(NC(=O)c2cccc(S(=O)(=O)N3CCN(c4ccccc4)CC3)c2)CC1 (stereo not drawn)	-3	-0.4	-1.9	1.8	0	0	-11	-10	16	94
O=C(O)CCC(C(=O)O)N1C(=O)C2C3CCC(C3)C2C1=O (stereo not drawn)	-1	5.8	-1.2	0.0	1	3	4	-2	0	99
CC1CCC(NC(=O)CN2C(=O)NC3(CCCCC3C)C2=O)CC1 (stereo not drawn)	2	-0.4	-2.2	-0.2	7	-14	9	-1	-6	99
Cc1cc(Cl)ccc1-c1nc(NCc2ccccc2)nc2ccsc12	-1	-1.3	1.1	0.0	-5	13	-22	-13	2	105
CCCCN(CC)CCNC(=O)C1CCCN(S(=O)(=O)c2cccc3nsnc23)C1 (stereo not drawn)	2	-0.7	-0.8	-0.1	-4	-13	-3	-4	8	100
Cc1ccccc1OC/C(O)=C(\C#N)c1nc2ccccc2[nH]1	2	1.2	0.5	0.2	-2	0	-2	1	0	96
CCCN1CCC(=O)N([C@H](COc2ccccc2)CC(C)C)CC1	3	4.5	-2.1	0.9	-9	-22	-6	-1	1	96
C=CCn1c(SC/C=C/c2ccccc2)nnc1-c1sc(N)nc1C	-1	-1.7	0.2	0.0	-1	0	2	1	12	98
C=C1C(=O)N(C)CCC1C(CC)C(=O)OC (stereo not drawn)	1	1.0	-0.9	-0.2	4	-3	-6	3	-4	97
CCOC(=O)c1sc(NC(=O)CN2C(=O)NC3(CC(C)CC(C)(C)C3)C2=O)cc1C (stereo not drawn)	9	-0.6	-4.3	1.0	-3	6	-2	-13	19	90
CC(=O)N(/N=C/c1ccc(C)cc1)c1nc(CCl)cs1	0	-0.5	-2.5	-0.2	-3	-11	2	3	2	97
CCN1/C(=C\C(=S)Nc2ccccc2)Sc2ccccc21	-2	0.4	0.1	0.5	4	39	-26	-3	24	112
COc1ccc(OC)c(NC(=O)C2CC(/C=C/c3ccccc3)=NO2)c1 (stereo not drawn)	-1	0.3	0.8	-0.1	1	-5	-3	-8	17	107
CCCc1ccc2oc(C(=O)N3CCC[C@H]3CO)c(C)c2c1	-2	-0.1	-0.2	0.1	-3	1	-9	11	8	97
CC(=O)Nc1cc(-c2cccc(N)c2)cn2c(-c3ccc(C(C)=O)cc3)cnc12	-5	-0.5	6.8	-0.5	1	-4	39	5	10	98
CCNc1nc(NC(C)CC)nc(Oc2ccc(OCC)nn2)n1 (stereo not drawn)	18	-1.5	-1.4	-0.6	0	-5	1	6	6	103

Rewritten with bars between the fields: 4 of the compounds above.
smiles | N-glyco inh | hiPSC survival | MC4R barr agon | aDG glyco act | m5-HT2A agonist | Granule exo inh | Cardio protect | ABHD5-PLIN5 inh | MC4R antagonist | ABCB6 inh 2
C=C1C(=O)N(C)CCC1C(CC)C(=O)OC (stereo not drawn) | 1 | 1.0 | -0.9 | -0.2 | 4 | -3 | -6 | 3 | -4 | 97
COc1ccc(OC)c(NC(=O)C2CC(/C=C/c3ccccc3)=NO2)c1 (stereo not drawn) | -1 | 0.3 | 0.8 | -0.1 | 1 | -5 | -3 | -8 | 17 | 107
CCNc1nc(NC(C)CC)nc(Oc2ccc(OCC)nn2)n1 (stereo not drawn) | 18 | -1.5 | -1.4 | -0.6 | 0 | -5 | 1 | 6 | 6 | 103
C=CCn1c(SC/C=C/c2ccccc2)nnc1-c1sc(N)nc1C | -1 | -1.7 | 0.2 | 0.0 | -1 | 0 | 2 | 1 | 12 | 98

Limited to aDG glyco act, for some of the entries so far:
Molecule,aDG glyco act
Cc1csc(SCC(=O)Nc2ccccc2C)n1,0.0
O=C(NCc1cccc(Cl)c1)C1CCCN(c2ncnc3c2nc2n3CCCCC2)C1 (stereo not drawn),0.4
